# Screening data deposited in PubChem by several laboratories.
# NPR1 activator – GC-A (human) enzyme activation. HEK293 GC-A cells, cGMP TR-FRET, EC30 ANP; 0% at EC30 ANP, 100% saturating ANP. activation, % at 10 µM. 370,000 tested, 0.14% active. AID 1671463; in the data active = activation above about 40%
# FXN GAA850 act – frataxin GAA850 promoter activation | HEK293 lucGAA850 FXN promoter luciferase reporter, 24 h; percent of 10 µM SAHA response | activation, % at 6 µM | 360,000 tested, 0.56% active | AID 540364;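 active = activation above the average of all compounds screened plus 3 SD, cutoff fixed separately per campaign, cut at about 7.5% in these data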;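 also: 0% = DMSO wells and 100% = 10 µM SAHA wells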
# HGIII-sPLA2 inh – Blocks human group III sPLA2 activity. Q9NZ20. QFRET BODIPY PC-A2 liposome hydrolysis, fluorescence. inhibition, % at 12.2 µM. 370,000 tested, 0.56% active. AID 743126;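 active = inhibition above mean plus 3 SD of compounds lying within the high and low control bounds, cut at about 19% in these data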;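 also: 0% = median of test compound wells and 100% = no enzyme DMSO wells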
# rCAG RNA binder – r(CAG) repeat RNA binding | TO-PRO-1 dye displacement fluorescence | inhibition, % at 3 µM | 370,000 tested, 1.3% active | AID 651821;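 active = inhibition above the plate cutoff, the mean of all test compounds on that plate plus 3 SD, cut at about 35% in these data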;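 also: 0% = DMSO alone and 100% = 100 µM mitoxantrone as full dye displacement; higher means more dye released from RNA so lower well fluorescence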
# ASAP1 inh – ASAP1 ArfGAP inhibition; Q9ULH1; ASAP1-stimulated ARF1 GTP hydrolysis, GDP FP detection; inhibition, % at 16.5 µM; 360,000 tested, 0.19% active; AID 624377; in the data active = inhibition above about 25%;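 also: 0% = vehicle with enzyme and substrate and 100% = no enzyme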
# ARFGAP1 inh – rat ARFGAP1 inhibition. Arfgap1-stimulated ARF1 GTP hydrolysis, GDP FP detection. inhibition, % at 16.5 µM. 360,000 tested, 0.26% active;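 active = inhibition above a per-plate limit, mean inhibition of low control wells plus 3 SD, cut at about 25% in these data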;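 also: 0% = DMSO wells with enzyme and 100% = wells lacking Arfgap1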
# Target sequence (Q62848 1-136 limits assumed): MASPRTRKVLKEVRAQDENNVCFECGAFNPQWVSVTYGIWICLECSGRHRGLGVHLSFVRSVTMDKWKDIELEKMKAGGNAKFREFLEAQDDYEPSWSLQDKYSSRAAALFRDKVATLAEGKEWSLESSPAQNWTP
#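 Material: truncated rat Arfgap1 GAP domain; Incubation: compound-enzyme preincubation 20 min, reaction 120 min, detection 60 min, 25 °C; Read-out: percent inhibition of Arfgap1-stimulated GTP hydrolysis; Technique: FP, GDP Alexa 633 tracer displaced from anti-GDP antibody, 620/688 nm; Controls: No-Arfgap1 wells (100%) versus DMSO full-reaction wells (0%); Replication: single well per compound.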
# ADAM10 inh – ADAM10 inhibition, QFRET primary screen | O14672 | recombinant ADAM10, EDANS/DABCYL FRET peptide cleavage, 3 h | inhibition, % at 7 µM | 370,000 tested, 0.62% active | AID 720582;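 active = inhibition above a per-campaign cutoff equal to the mean of compounds falling between control-based bounds plus 3 SD, cut at about 20% in these data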;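 also: 0% = DMSO wells while the 100% control is not disclosed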
# Target sequence (O14672 214-748 limits assumed): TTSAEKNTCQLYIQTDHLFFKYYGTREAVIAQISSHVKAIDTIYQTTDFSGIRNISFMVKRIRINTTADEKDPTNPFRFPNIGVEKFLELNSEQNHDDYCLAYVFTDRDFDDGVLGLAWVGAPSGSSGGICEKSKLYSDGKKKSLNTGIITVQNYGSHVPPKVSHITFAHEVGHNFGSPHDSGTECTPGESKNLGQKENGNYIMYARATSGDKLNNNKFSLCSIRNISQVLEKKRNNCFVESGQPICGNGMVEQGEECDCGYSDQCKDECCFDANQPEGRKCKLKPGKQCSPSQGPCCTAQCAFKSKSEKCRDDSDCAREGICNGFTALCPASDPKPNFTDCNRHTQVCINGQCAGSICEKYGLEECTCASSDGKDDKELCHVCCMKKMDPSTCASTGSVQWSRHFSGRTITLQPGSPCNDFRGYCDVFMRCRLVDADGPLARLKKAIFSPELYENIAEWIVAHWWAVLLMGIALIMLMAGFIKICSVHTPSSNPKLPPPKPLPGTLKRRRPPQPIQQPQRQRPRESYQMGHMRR
# DDE Tn6 FP inh – DD(E)-Tn6 binding inhibition, primary FP screen | P02675 | Fibrin DD(E) TRITC-Tn6 fluorescence polarization displacement | inhibition, % at 8.3 µM | 370,000 tested, 0.21% active | AID 720509;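 active = inhibition above a per-campaign cutoff: mean of compounds within control limits plus 3 SD, cut at about 15% in these data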;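 also: 0% = median of all compound wells on the plate and 100% = blocking peptide control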
# GC-B act – GC-B (human) receptor activation. AID 1920062. P20594. activation, % at 10 µM. 370,000 tested, 0.11% active. HEK293-GC-B cells, CNP EC30, cGMP TR-FRET; 0% at EC30 CNP, 100% saturating CNP;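 active = activation at 10 µM reaching about 35% in either raw or pattern-adjusted values, limit read from the data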
# proKLK7 act – proKLK7 (human) activation, primary screen; P49862; activation, % at 7 µM; AID 652039; 370,000 tested, 0.9% active; purified proKLK7, EDANS-DABCYL substrate fluorescence; 100% is mature enzyme control, 0% vehicle;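 active = activation above the mean of all tested compounds plus 3 SD, computed per campaign excluding outliers beyond control limits, cut at about 13% in these data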
# Target sequence (P49862 whole entry, looked up): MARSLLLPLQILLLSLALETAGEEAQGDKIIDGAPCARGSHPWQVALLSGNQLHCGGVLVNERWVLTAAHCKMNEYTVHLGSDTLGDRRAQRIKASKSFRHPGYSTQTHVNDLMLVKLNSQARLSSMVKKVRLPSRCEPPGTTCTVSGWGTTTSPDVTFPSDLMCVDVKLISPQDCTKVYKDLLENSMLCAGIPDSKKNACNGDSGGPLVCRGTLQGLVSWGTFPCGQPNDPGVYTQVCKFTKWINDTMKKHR
# The depositor's hits bear a star; . = no result given.
SMILES,NPR1 activator,FXN GAA850 act,HGIII-sPLA2 inh,rCAG RNA binder,ASAP1 inh,ARFGAP1 inh,ADAM10 inh,DDE Tn6 FP inh,GC-B act,proKLK7 act
CCc1ccc(OCCNC(=O)c2ccccc2SCc2ccccc2)cc1,-5,-5.3,-26,-1,-1,12,14,-8,3,0.1
CCOc1cc(/C=C2\C(=O)ON=C2C)ccc1OCc1ccccc1,38,1.7,-2,-3,-17,-4,-8,9,46*,0.7
CCN(c1ccc(C(=O)CN2C(=O)NC3(CCOc4ccccc43)C2=O)cc1)S(C)(=O)=O (stereo not given),-1,1.5,-18,5,-2,4,11,0,5,0.2
COc1ccc(Cn2nc(C)n(N(C)c3ncc(C(F)(F)F)cc3Cl)c2=O)cc1,-3,0.8,-1,-1,10,13,8,5,-2,-0.2
CCCSC1=NN2CCCC(=O)N=C2S1,1,3.8,3,-3,7,-2,-6,-8,0,0.0
O=C(Cc1cccc(NC(=O)C2CCCN(C(=O)C3CCC3)C2)c1)Nc1ccc(C(=O)N2CCOCC2)cc1 (stereo not given),5,-0.9,-1,3,-8,6,-2,-8,-4,1.0
CCNc1nc(NC(C)(C)C)nc(N(CC)n2cnnc2)n1,2,4.4,2,-1,-2,7,3,-2,-4,0.2
CCOc1cc(Br)c(COc2ccc(C)nc2[N+](=O)[O-])cc1OCC,2,-3.1,0,-2,6,-5,0,-2,3,-0.3
COC(=O)c1cc(=O)cc(C(=O)OC)o1,1,3.3,10,4,9,-10,9,-9,2,-0.1
O=C(NCCc1ccc(Cl)cc1)C1CCN(S(=O)(=O)c2cccs2)CC1,5,-0.1,-24,0,8,9,2,3,0,-0.1
OCCCc1nc2ccccc2n1CCCCOc1ccccc1,-1,-0.2,-13,-5,-18,8,8,2,-4,-0.1
CCCCN(C(=O)c1ccc(C)cc1)c1c(N)n(CCC)c(=O)[nH]c1=O,1,-0.7,-4,-1,0,4,2,5,5,0.1
CC(OC(=O)CNC(=O)c1ccc2ccccc2c1)C(=O)NC1CCCCC1C (stereo not given),-1,1.2,-25,-7,-10,-6,-2,9,-4,0.1
O=C(CN1CCC(n2nnc3ccccc32)CC1)NCc1cccs1,-6,0.6,-2,-7,-7,-6,-11,2,-2,-0.5
N#Cc1cccc(-c2csc(C(O)c3ccco3)n2)c1 (stereo not given),-4,1.2,5,10,-2,-8,-18,6,-9,-0.8
CC(C)C(c1nnnn1C(C)(C)C)N1CCC(Cc2ccccc2)CC1 (stereo not given),-2,0.8,0,-2,0,8,-3,-3,4,-0.1
CC1CCc2sc(C(=O)NCCCn3ccnc3)cc2C1 (stereo not given),-2,1.6,-9,-4,-18,-11,-7,-1,3,-0.3
O=C(NCc1ccccc1)c1ccc(=O)[nH]n1,2,2.8,7,-1,-2,4,7,-3,2,0.1
CCOC(=O)C1CCN(C(=O)c2ccc(Oc3cc(Cl)cc(Cl)c3)o2)CC1,1,1.7,-6,-6,0,-4,-7,-2,-1,1.4
O=C(CN(CC1CCCO1)C(=O)CNS(=O)(=O)c1ccc(F)cc1)NCc1ccccc1 (stereo not given),2,1.2,-6,-1,2,9,1,1,4,0.4
Cc1cc(S(=O)(=O)Nc2nc(CN3CCOCC3)nc3sc4c(c23)CCC4)cc(C)c1C,1,0.4,-5,25,-6,-8,-34,-6,2,-0.8
Oc1ccc(/C=N/N=C(c2ccccc2)c2ccccc2)c(O)c1O,-2,2.1,15,30,-7,1,6,12,-1,0.5
CCOC(=O)CCc1c(C)nc(SCCN2CCCC2)c(C#N)c1C,0,0.0,3,-3,3,-4,-6,-3,2,0.5
CCC(=O)Oc1cccc(C(=O)Nc2ccc(-c3nnc(-c4ccco4)o3)cc2)c1,-10,-1.9,-60,10,4,-8,-108,-2,-7,-122
O=S(=O)(Cc1ccccc1)N1CCN(C2Cc3ccccc3C2)CC1,2,-0.3,7,2,6,9,0,-6,5,0.2
CN(C)c1nc2c(c(=O)n(C)c(=O)n2C)n1Cc1ccccc1,-3,-2.3,0,-4,1,11,0,10,2,0.5
O=C(CCCc1ccccc1)N1CCN(c2ccc([N+](=O)[O-])cc2)CC1,-6,0.5,1,0,6,15,9,6,-4,0.1
COc1ccc(Nc2nc(S(=O)(=O)c3ccc(C)cc3)c(Cl)s2)cc1,2,-0.7,-20,9,-2,2,19,-19,5,0.1
OC[C@@H]1CN(Cc2ccncc2)C[C@H](n2cnc3c(NCc4ccncc4)ncnc32)O1,4,-1.1,2,0,-8,-10,-17,0,-1,-0.7
N=c1n(CCO)c2ccccc2n1Cc1ccc(Cl)cc1,-9,-0.6,4,5,13,-2,6,1,-9,0.1
C=CCn1c(SC(C)C#N)nc2sc(CC)cc2c1=O (stereo not given),5,1.0,-5,0,-15,-12,-4,0,-1,0.1
CC(C)(C)[C@@H]1C=C(C(=O)NC2CC2)O[C@H](OCc2ccc(CO)cc2)C1,3,-1.5,5,-8,2,7,4,4,1,-0.2
CC1=C(C(=O)Nc2ccc(C)cc2)C(c2ccc(N(C)C)cc2)NC(=O)N1 (stereo not given),-1,-1.5,6,9,14,-12,1,0,0,-0.3
O=C(CN1CCCCC1)Nc1nc(-c2ccccc2)cs1,8,4.1,-3,1,-3,3,6,1,1,-0.1
CN(C(=O)CS(=O)(=O)Cc1ccccc1Cl)c1ccccc1,3,4.1,3,0,-6,3,0,1,1,-0.2
COC(=O)CN(C#N)c1nc(NC(C)C)nc(NC(C)C)n1,4,0.6,-10,-3,7,10,0,-1,6,-0.1
Cc1ccc(SCCNC(=O)/C=C/c2cccc([N+](=O)[O-])c2)cc1,0,1.7,-9,-1,1,10,7,6,4,0.4
CNC(=O)CN(c1ccc(Oc2ccccc2)cc1)S(=O)(=O)c1ccc(C)cc1,1,1.0,4,-4,-16,6,7,-6,-2,0.3
COC(=O)c1ccc(CS(=O)(=O)c2ccccc2C)o1,-2,0.3,2,5,-6,5,10,11,-1,1.1
S=c1[nH]c(-c2ccc(Br)cc2)cn1CCc1ccccc1,-8,2.6,-2,3,-5,6,2,2,-8,-0.2
Cc1occc1C(=O)N/N=C/c1cccs1,-2,7.1,14,0,-5,-4,-6,1,2,-0.2
COc1cc(C(=O)NCCC(=O)NC(C)C)cc(OC)c1OC,0,0.1,-1,-2,0,-4,0,11,2,-0.3
CCOC(=O)C1CCCN(C(=O)c2ccc(OC)cc2OC)CC1 (stereo not given),-1,-1.3,4,1,8,5,1,-1,2,-0.2
CCOc1ccc2[nH]c(=O)c(CN(Cc3ccc(F)cc3)C(=O)N3CCCC3)cc2c1,-1,-1.5,10,3,12,7,-36,1,-2,-0.3
Cc1ccc(N2C(=O)CN(Cc3ccccc3)C2=S)cc1C,3,0.5,-154,0,-9,12,-1,-3,-3,-0.5
COc1ccc(C2c3[nH]c4ccccc4c3C[C@H]3C(=O)N(c4ccccc4C(=O)NCCN4CCOCC4)C(=O)N23)cc1 (stereo not given in full),12,-4.8,-12,3,3,-5,-12,7,15,0.4
O=C(CCCCCn1c(=S)[nH]c2ccc(N3CCOCC3)cc2c1=O)NCc1ccccc1Cl,1,-0.5,5,2,4,-4,-24,4,-3,-3.5
COc1ccc(C(=O)N/C(=C\c2cn(C)c3ccccc23)C(=O)N2CCOCC2)cc1,-1,-0.8,-10,-2,-18,-5,-2,1,-5,1.0
CCc1c(C)sc(NC(=O)Cc2ccccc2OC)c1C(=O)N1CCOCC1,2,0.1,-5,-2,-7,-5,2,2,0,-0.4
CN(CC(=O)NC1CCCCC1)S(=O)(=O)c1cccc2nsnc12,5,-0.6,6,2,14,1,-2,-10,-5,-0.2
# (more compounds)
SMILES,NPR1 activator,FXN GAA850 act,HGIII-sPLA2 inh,rCAG RNA binder,ASAP1 inh,ARFGAP1 inh,ADAM10 inh,DDE Tn6 FP inh,GC-B act,proKLK7 act
CC1CCCN(c2ccc3nc4ccccc4c(=O)n3n2)C1 (stereo not given),4,-1.0,1,-4,8,2,-17,6,-2,1.2
COc1ccc(OC)c(NC(=O)NCCc2c[nH]c3ccccc23)c1,-3,-0.2,-60,1,5,1,-2,-6,0,0.3
COC(=O)c1ccccc1NC(=O)c1ccc(F)cc1,-2,0.6,0,0,-2,-3,6,1,2,-0.4
Cc1cccnc1NC(=O)c1cc2c(=O)oc3ccccc3c2s1,1,1.1,-1,1,0,6,7,1,-2,-0.1
O=[N+]([O-])c1ccc(Cl)c(/C=N/N2CCN(Cc3ccccc3)CC2)c1,0,0.0,3,-3,-1,7,4,-5,-1,0.2
Cn1c(SCc2ccc(C(C)(C)C)cc2)nnc1-c1ccco1,-1,.,-6,-1,.,.,5,11,10,0.1
O=C(Cn1cccc1C(=O)c1ccccc1)NCc1cccc(Cl)c1,-9,1.5,-6,-4,-4,4,0,1,-4,0.3
COc1ccccc1CNC(=O)COC(=O)Cc1c[nH]c2ccccc12,-1,0.6,-54,-6,1,9,-2,-3,0,1.0
COc1cccc(NC(=O)N2CCc3nc(Nc4ccc(C(C)C)cc4)ncc3C2)c1,-12,-2.1,-20,1,0,-2,12,-5,5,-0.1
Cc1ccc(CNC(=O)C2CC2c2ccccc2)cc1 (stereo not given),-2,2.4,-4,-8,-29,-10,-4,-1,-2,-0.7

# Reprinted at random: 3 records from the list.
SMILES,NPR1 activator,FXN GAA850 act,HGIII-sPLA2 inh,rCAG RNA binder,ASAP1 inh,ARFGAP1 inh,ADAM10 inh,DDE Tn6 FP inh,GC-B act,proKLK7 act
Cc1cccnc1NC(=O)c1cc2c(=O)oc3ccccc3c2s1,1,1.1,-1,1,0,6,7,1,-2,-0.1
O=C(Cn1cccc1C(=O)c1ccccc1)NCc1cccc(Cl)c1,-9,1.5,-6,-4,-4,4,0,1,-4,0.3
Cn1c(SCc2ccc(C(C)(C)C)cc2)nnc1-c1ccco1,-1,.,-6,-1,.,.,5,11,10,0.1

# Continued.
SMILES,NPR1 activator,FXN GAA850 act,HGIII-sPLA2 inh,rCAG RNA binder,ASAP1 inh,ARFGAP1 inh,ADAM10 inh,DDE Tn6 FP inh,GC-B act,proKLK7 act
O=c1cnc2ccccc2n1Cc1ccc(Br)cc1,0,7.1,1,-2,1,-10,-68,3,0,0.1
Cc1onc(-c2c(F)cccc2Cl)c1C(=O)OCc1nnc(-c2ccccc2)o1,-6,1.8,-9,1,5,3,-2,1,-4,-0.2
O=C(CS(=O)(=O)c1ccccc1)Nc1ccc(S(=O)(=O)Nc2ccccn2)cc1,2,1.0,-4,4,0,2,-44,0,-3,1.6
CCN1C=C(C(=O)c2ccccc2)C(=O)CC1,-1,-0.8,8,5,9,20,6,-6,-1,0.3
COc1ccccc1C(=O)NNC(=O)c1nn(Cc2ccccc2)c(=O)c2ccccc12,-2,-0.2,-6,4,6,-7,3,6,6,1.3
Cc1ccc(NC(=S)NCc2ccc3c(c2)cc(C)n3C)c(C)c1,-2,2.2,6,1,-8,-10,2,2,-1,-0.5
CN(c1cccc(NC(=O)c2ccc(CN3CCc4ccccc4C3)cc2)c1)S(C)(=O)=O,-7,-2.3,-15,-7,6,-4,3,3,1,-0.6
NS(=O)(=O)c1ccc(NC(=S)NCc2ccccc2)cc1,4,1.9,5,0,6,-6,0,2,2,-0.1
CC(OC(=O)c1cc(Br)ccc1O)C(=O)Nc1ccc(S(=O)(=O)N2CCCC2)cc1 (stereo not given),1,-2.4,-25,15,-7,8,5,-6,0,1.6
